GPR151 activ = activators of human GPR151, primary screen, cell-based, PathHunter beta-arrestin, luminescence. PathHunter beta-arrestin GPR151 cells. 1% of 650,000 active. activation, % at 11.2 µM. G-protein coupled receptor 151 (Homo sapiens), Q8TDV0; in the data active = activation above about 4.9%;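 note: 0% = median of compound wells and 100% = cells with positive control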
Target sequence (Q8TDV0 whole entry, looked up): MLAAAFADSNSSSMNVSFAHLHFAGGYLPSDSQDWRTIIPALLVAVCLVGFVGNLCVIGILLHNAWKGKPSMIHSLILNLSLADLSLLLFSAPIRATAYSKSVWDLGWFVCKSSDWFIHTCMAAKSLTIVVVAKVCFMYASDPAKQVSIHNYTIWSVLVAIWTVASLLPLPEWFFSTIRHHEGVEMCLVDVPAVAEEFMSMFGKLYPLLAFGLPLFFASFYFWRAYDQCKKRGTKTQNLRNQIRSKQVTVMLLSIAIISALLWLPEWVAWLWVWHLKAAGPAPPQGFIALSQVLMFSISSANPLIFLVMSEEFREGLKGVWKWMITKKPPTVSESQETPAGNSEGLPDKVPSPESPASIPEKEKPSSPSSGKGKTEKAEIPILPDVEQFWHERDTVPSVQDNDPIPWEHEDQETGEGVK
MITF primary = MITF inhibitors, primary screen, biochemical, AlphaScreen, human; Microphthalmia-associated transcription factor (Homo sapiens), O75030; AlphaScreen MITF homodimerization, bead proximity signal; inhibition, % at 2.6 µM; 0.91% of 650,000 active; AID 1259374, 2018; in the data active = inhibition above about 50%;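 note: 0% = vehicle wells with protein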
Target sequence (O75030 whole entry, looked up): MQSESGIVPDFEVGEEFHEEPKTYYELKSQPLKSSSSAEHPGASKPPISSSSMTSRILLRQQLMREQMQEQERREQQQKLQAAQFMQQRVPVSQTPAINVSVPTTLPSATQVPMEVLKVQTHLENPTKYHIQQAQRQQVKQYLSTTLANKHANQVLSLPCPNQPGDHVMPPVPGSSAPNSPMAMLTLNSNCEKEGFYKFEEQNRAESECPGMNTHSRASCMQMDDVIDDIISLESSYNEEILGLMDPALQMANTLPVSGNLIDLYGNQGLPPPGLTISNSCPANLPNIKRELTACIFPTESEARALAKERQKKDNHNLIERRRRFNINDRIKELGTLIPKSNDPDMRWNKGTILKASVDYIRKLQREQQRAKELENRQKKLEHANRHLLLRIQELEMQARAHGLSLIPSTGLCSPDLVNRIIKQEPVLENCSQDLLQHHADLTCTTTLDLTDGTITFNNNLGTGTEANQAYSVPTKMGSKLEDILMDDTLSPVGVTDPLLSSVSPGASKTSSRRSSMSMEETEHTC
TEAD-YAP block = TEAD-YAP interaction inhibition, primary screen, TEAD-YAP interaction inhibitor project, luminescence, HEK-TIYL cells. TEAD-Gal4/YAP UAS-luciferase luminescence. inhibition, % at 9.12 µM. 1.4% of 640,000 active. AID 1259422, 2018; in the data active = inhibition above about 32%;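 note: 0% = median of test compound wells and 100% = reference inhibitor wells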
FBW7 act = FBW7 E3 ligase activators, primary screen, biochemical, AlphaScreen, human | normalized activity (activation), % at 26.1 µM | AID 1259310, 2017 | AlphaScreen FBW7–phospho-cyclin E peptide binding, activator screen | 0.13% of 650,000 active; in the data active = normalized activity above about 1.9%;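 note: purified mutant Fbw7 with reduced substrate affinity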
Numbers without * were called inactive; & = joins results of further samples.

SMILES,GPR151 activ,MITF primary,TEAD-YAP block,FBW7 act
O=C(NCCc1nnc2n1CCN(Cc1ccnc3ccccc13)CC2)c1ccco1,-0.5,-14,-12,-0.1
COc1ccc(NC(=O)NCC2CC(=O)N(c3ccccc3)C2)c(OC)c1 (stereo not given),1.1,-16,4,-0.2
CCCCC1CN(CC(=O)NCc2cccs2)Cc2ccccc2O1 (stereo not given),1.2,-6,2,-0.1
CC(C)(C)c1ccc(C(=O)CC#N)cc1,0.1,5,-8,0.4
COc1ccc2cc3cc(C(=O)NCCCN4CCCCCC4)oc3nc2c1,0.1,-15,-14,-0.7
CCOc1ccccc1C(=O)Nc1cc([N+](=O)[O-])ccc1Cl,-1.4,-10,3,-0.1
N#Cc1ccc(C(=O)Nc2sc3c(c2C(N)=O)CCN(Cc2ccccc2)C3)cc1,1.0,2,10,-0.2
Fc1ccc(CN2C3=NCCN3c3ccccc32)cc1,1.2,-9,-1,-0.1
CCOC(=O)C(NC(=O)N(C1=NCC(C)(C)S1)c1cccc(C)c1)(OC)C(F)(F)F (stereo not given),2.4,26,-44,0.6
O=C1OC(c2cccc3ccccc23)=N/C1=C/c1cccc([N+](=O)[O-])c1,-1.5,-21,1,0.0
Cc1cccc(NC(=O)COc2ccc(Br)cc2/C=N/O)c1,-1.4,15,-75,0.3
Clc1ccc(Nc2ncnc3c2cnn3Cc2ccccc2)cc1,-0.2,-11,3,0.0

Complete entries, quoted from the list:
Entry for O=C(NCCc1nnc2n1CCN(Cc1ccnc3ccccc13)CC2)c1ccco1 → GPR151 activ: -0.5; MITF primary: -14; TEAD-YAP block: -12; FBW7 act: -0.1
Entry for CCOC(=O)C(NC(=O)N(C1=NCC(C)(C)S1)c1cccc(C)c1)(OC)C(F)(F)F (stereo not given) → GPR151 activ: 2.4; MITF primary: 26; TEAD-YAP block: -44; FBW7 act: 0.6
Entry for CCCCC1CN(CC(=O)NCc2cccs2)Cc2ccccc2O1 (stereo not given) → GPR151 activ: 1.2; MITF primary: -6; TEAD-YAP block: 2; FBW7 act: -0.1

Part of the list above in order of molecular weight, lowest first:
SMILES,GPR151 activ,MITF primary,TEAD-YAP block,FBW7 act
O=C1OC(c2cccc3ccccc23)=N/C1=C/c1cccc([N+](=O)[O-])c1,-1.5,-21,1,0.0
Cc1cccc(NC(=O)COc2ccc(Br)cc2/C=N/O)c1,-1.4,15,-75,0.3
COc1ccc2cc3cc(C(=O)NCCCN4CCCCCC4)oc3nc2c1,0.1,-15,-14,-0.7

Further structures follow:
SMILES,GPR151 activ,MITF primary,TEAD-YAP block,FBW7 act
O=C(O)c1ccccc1/C=N/Nc1nc(N2CCCCC2)nc(N2CCCCC2)n1,2.1,5,1,0.0
Cc1ccc(C(=O)Nc2ccc(C)c(Cl)c2)o1,-2.5,5,-58,-0.2
Cn1c2c(c(=O)[nH]c1=O)C(c1cccc(Cl)c1Cl)C1=C(N2)c2ccccc2C1=O (stereo not given),-0.5,2,3,0.1
COc1ccc2c(c1)NC1(CCN(C(=O)C3CC=CCC3)CC1)c1cccn1-2 (stereo not given),0.1,-2,7,0.0
Cc1nc2c(c(=O)c3ccccc3n2C)c(=O)n1C(C)c1ccccc1 (stereo not given),0.5,12,-4,0.7
COc1cc(N=Nc2ccccc2)cc(C=O)c1O,1.4,0,17,0.0
COc1cc(C=Nc2ccccc2)cc(OC)c1O,-0.6,20,-11,0.1
COC(=O)c1ccccc1-n1c(=S)[nH]c2ccccc2c1=O,0.1,-8,-18,-0.1
CC(=O)c1cccc(-c2nc(C)cc(Nc3ccc(Oc4ccccc4)cc3)n2)c1,-0.1,5,-5,0.2
N#Cc1ccc(COC(=O)COc2ccccc2C#N)cc1,0.6,9,5,0.0
CCN(CC)C(=O)C1CCCN(C2CCC(=O)N(Cc3ccc(C)cc3)CC2)C1 (stereo not given),-0.6,-7,0,-0.2
CC(C)c1ccc(C(=O)Nc2ccc(-c3nc4cc(C(C)C)ccc4o3)cc2)cc1,-0.6,7,1,-0.2
COc1ccc(CCNC(=O)CCc2c(C)nc3c(c(C)nn3C)c2C)c(OC)c1,0.8,7,-7,0.0
O=C(Nc1c2c(nn1-c1ccc(F)cc1)CS(=O)C2)c1ccco1 (stereo not given),0.8,8,-5,-0.2
Cc1ccc2onc(CNC(=O)N3CCC(C(N)=O)CC3)c2c1,0.1,11,1,0.1
CCc1ccccc1NC(=O)Cn1nnc(C(=O)O)c1C(=O)O,0.2,5,9,0.0
COc1ccc(C(CC(=O)O)NC(=O)c2cccc(Cl)c2)cc1OC (stereo not given),0.4,-18,-22,0.0
CCOc1ccccc1C(=O)Nc1ccc(C)cc1C,1.0,14,14,0.2
O=C(O)c1ccc(CSc2nnc(Cc3ccccc3)o2)cc1,0.5,4,-6,-0.1
CCc1nc2c(c(=O)c3ccccc3n2C)c(=O)n1Cc1ccco1,-1.1,7,-5,0.0
Cc1ccc(C(=O)NCc2cn(C)nc2C)cc1C,1.2,0,1,0.2
Cc1nn(CC(=O)OCC(=O)N2CCCC2=O)c(C)c1[N+](=O)[O-],-1.6,4,-1,-0.1
CC(C)(C)OC(=O)N/N=C/c1cccc(O)c1,-3.9,3,84*,-0.2
CC1=C(C(=O)Nc2cc(C)ccn2)C(c2cc([N+](=O)[O-])ccc2Cl)C2=C(CC(C)(C)CC2=O)N1 (stereo not given),0.8,-5,-2,0.3

2 compounds drawn at random from the list so far, as already listed:
SMILES,GPR151 activ,MITF primary,TEAD-YAP block,FBW7 act
COc1ccc(CCNC(=O)CCc2c(C)nc3c(c(C)nn3C)c2C)c(OC)c1,0.8,7,-7,0.0
O=C(Nc1c2c(nn1-c1ccc(F)cc1)CS(=O)C2)c1ccco1 (stereo not given),0.8,8,-5,-0.2

Later entries
SMILES,GPR151 activ,MITF primary,TEAD-YAP block,FBW7 act
COc1cccc2sc(N(Cc3cccnc3)C(=O)c3cc(C)nn3C)nc12,0.6,18,-1,0.4
COc1ccc(OC)c(C2Nc3ccccc3-c3cc(C)nn32)c1 (stereo not given),0.4,11,-2,0.0
CCCS(=O)(=O)Nc1cc(S(=O)(=O)N2CCOCC2)ccc1C,1.8,2,-16,-0.1
N#Cc1cn(CC(=O)NCCc2ccccc2)c2ccc(Br)cc12,3.0,3,6,0.4
COc1ccc(/C=N/Nc2cc(OC)ncn2)cc1,-4.9,6,19,-0.1
Cc1cc(C)n2cc(CSc3nncn3C)nc2n1,-0.2,6,3,0.1
CCN(CC)C(NC(=O)c1ccccc1)C(=O)c1ccccc1 (stereo not given),0.1,-8,-8,-0.2
O=C(Nc1n[nH]c(C(F)(F)F)n1)c1cc([N+](=O)[O-])cc([N+](=O)[O-])c1,1.9,-4,5,0.2
NC(=O)/C(=N/O)c1nc(-c2ccc(Br)cc2)cs1,-0.2,-4,9,0.1
CCC1C(=O)C(C)(C)C(=O)OC1c1cccc([N+](=O)[O-])c1 (stereo not given),1.4,-5,-5,-0.1
Cc1ccsc1C(=O)Nc1cccc(I)c1,-2.4,-1,-37,0.1
CC1CCCC(C)N1CCNC(=O)CCN1C(=O)COc2ccccc21 (stereo not given),0.0,-2,6,0.4
O=C1Cc2ccccc2C(c2ccc([N+](=O)[O-])cc2)N1 (stereo not given),-0.9,-8,-24,0.0
CCOc1ccc(CC(=O)Nc2ccc3cn[nH]c3c2)cc1,-2.0,7,-5,0.2
CC(C)NS(=O)(=O)c1ccc2[nH]c3nc(SCC(=O)Nc4ccccc4F)nnc3c2c1,0.7,20,16,0.0
Nc1ncnc2oc(-c3ccccc3)c(-c3ccccc3)c12,-0.2,1,7,0.1
COc1ccc2oc(=O)c(-c3csc(N(C(C)=O)c4ccc(F)cc4)n3)cc2c1,-0.9,4,2,0.0
Cc1ccc([N+](=O)[O-])cc1-c1[nH]c(-c2ccc(F)cc2)nc1-c1ccccc1,0.9,13,3,0.3
COC(=O)c1cc(C(=O)Oc2ccccc2C(C)=O)cc([N+](=O)[O-])c1,-0.6,-13,6,-0.1
O=[N+]([O-])c1ccc(-c2nc3c4ccccc4nc(SCc4ccc(F)cc4)n3n2)cc1,0.1,6,9,0.0
CCCCOC(C)n1cc(C)c(=O)[nH]c1=O (stereo not given),3.6,2,3,0.2
COc1cc(C(=O)Nc2ccc3oc(-c4ccc(I)cc4)nc3c2)cc(OC)c1OC,21*,7,-4,0.1
O=C(C[n+]1cccc(NC(=O)c2ccccc2)c1)c1ccccc1,0.9,5,-8,0.5
Cc1ccc(Cn2c(C)c(CNCc3ccccc3F)c(C(=O)O)c2C)cc1,-0.3,12,8,0.1
Cc1sc(NC(=O)c2ccco2)c(C(c2ccccn2)N2CCOCC2)c1C (stereo not given),0.0,11,21,0.0
N#Cc1c(C(F)(F)F)cc(-c2cccs2)nc1SCC(=O)C12CC3CC(CC(C3)C1)C2,0.7,-8,3,0.0
CC(=O)N1C(=O)C(=Nc2ccc(C)cc2O)c2cc(C)c(Br)cc21,2.0,2,1,-0.1
O=C(Nc1nc2n(n1)C(c1ccccc1)C=C(c1ccccc1)N2)c1ccc([N+](=O)[O-])cc1 (stereo not given),3.2,15,11,-0.1
COc1ccc(C(=O)NCC(=O)N/N=C(\CCC(=O)O)c2ccccc2)cc1OC,2.6,5,-9,0.0
Cc1ccc(N2C(=O)CC(Sc3nnc(-c4ccccc4O)o3)C2=O)cc1 (stereo not given),-1.8,-1,4,-0.3
Cc1ccc(/C=C/C(=O)N2CCN(c3ncccn3)CC2)cc1,1.6,4,-7,0.0
COc1ccc(C(=O)NCC2CCC3(CCN(C(C)C)CC3)O2)cc1F (stereo not given),-0.9,3,-2,-0.1
COc1ccc(NC(=O)C2=C(C)Nc3ncnn3C2c2ccc(OC)c(OC)c2OC)cc1 (stereo not given),0.6,2,1,-0.1
O=C(NC1CCCC1)C(c1cc2c(cc1[N+](=O)[O-])OCO2)N1CCc2ccccc21 (stereo not given),2.1,17,3,-0.1
O=C(Nc1cccs1)NC1CCCc2ccccc21 (stereo not given),0.8,-3,-5,0.0
COCCCNC(=S)Nc1ccc(Cl)cc1Cl,0.8,11,-22,0.4

Results in MITF primary and TEAD-YAP block (two entries from above):
| canonical_smiles | MITF primary | TEAD-YAP block |
| --- | --- | --- |
| COc1ccc(NC(=O)C2=C(C)Nc3ncnn3C2c2ccc(OC)c(OC)c2OC)cc1 (stereo not given) | 2 | 1 |
| Cc1ccc(/C=C/C(=O)N2CCN(c3ncccn3)CC2)cc1 | 4 | -7 |

Continuation.
SMILES,GPR151 activ,MITF primary,TEAD-YAP block,FBW7 act
CN1CCN(C(c2ccccc2F)c2sc3nc(-c4ccco4)nn3c2O)CC1 (stereo not given),2.2,-6,0,-0.3
COc1cc(N=CC2=C(O)CC(C)(C)CC2=O)c(OC)cc1Cl,1.1&0.0,-8&9,-1&0,0.1&0.6
Cc1ccc(N=CC2C(=O)NC(=O)N2c2ccccc2)cc1 (stereo not given),1.4,12,6,0.1
Cn1c(=O)cc(N2CCN(c3cccc(Cl)c3)CC2)[nH]c1=O,-0.6,-5,38*,-0.1
O=C(CSc1nnc(Cc2ccccc2)n1-c1ccc(Cl)cc1)N1CCOCC1,1.3,1,1,0.0
Cc1nc2c(C(=O)NCCC(C)C)cnn2c(C)c1Cc1ccccc1F,4.0,-3,2,0.2
COc1cc(NC(=S)NC(=O)c2ccc([N+](=O)[O-])cc2)ccc1NC(=O)c1ccco1,0.9,22,5,0.1
Cc1onc(-c2ccccc2)c1C(=O)Nc1ccc(C(N)=O)cc1,0.2,5,9,0.2
